mABHD4 FP: ABHD4 inhibitors, primary screen, biochemical, fluorescence polarization, mouse. 370,000 tested, 0.54% active. inhibition, % at 8.92 µM. purified mABHD4, FP-Rh probe fluorescence polarization. (Lyso)-N-acylphosphatidylethanolamine lipase (Mus musculus), Q8VD66;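 active = inhibition exceeding the mean over every tested compound plus 3 SD, cut at about 30% in these data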;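 also: 0% = plate median of compound wells and 100% = S159A mutant with DMSO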
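Test system: mABHD4 protein; Read-out basis: % inhibition; Incubation: 45 min + 60 min at 25 °C; Repeats: single replicate; Technique: fluorescence polarization with parallel and perpendicular emission, 525/598 nm; Compound: 8.92 µM, single dose; Benchmarks: full inhibition S159A mutant plus DMSO, zero as sample-well median.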
HTRA1 inh: HTRA1 serine protease inhibitors, primary screen, biochemical, fluorescence polarization, HTS | inhibition, % at 5.96 µM | recombinant HTRA1, FP-rhodamine activity-based probe | 340,000 tested, 0.5% active | Q92743 | AID 504803, 2011; in the data active = inhibition above about 36%;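 also: 0% = enzyme with DMSO and 100% = wells lacking enzyme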
Target sequence (Q92743 whole entry, looked up): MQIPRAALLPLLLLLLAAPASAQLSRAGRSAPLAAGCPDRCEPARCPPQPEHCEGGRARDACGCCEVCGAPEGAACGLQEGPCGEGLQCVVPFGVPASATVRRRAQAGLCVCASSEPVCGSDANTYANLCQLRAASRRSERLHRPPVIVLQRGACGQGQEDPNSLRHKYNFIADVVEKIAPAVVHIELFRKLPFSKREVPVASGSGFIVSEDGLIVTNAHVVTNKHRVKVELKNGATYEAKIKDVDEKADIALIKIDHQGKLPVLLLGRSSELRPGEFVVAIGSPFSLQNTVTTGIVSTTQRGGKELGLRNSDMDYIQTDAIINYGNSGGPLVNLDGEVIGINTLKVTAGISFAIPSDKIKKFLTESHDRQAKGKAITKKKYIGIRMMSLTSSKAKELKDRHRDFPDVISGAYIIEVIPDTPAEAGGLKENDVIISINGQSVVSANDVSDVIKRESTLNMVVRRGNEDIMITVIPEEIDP
TDP2 inh: human TDP2 enzyme inhibitors, primary screen, biochemical, epi absorbance, recombinant enzyme. Tyrosyl-DNA phosphodiesterase 2 (Homo sapiens), O95551. T5PNP hydrolysis, p-nitrophenol absorbance 415 nm. inhibition, % at 12.8 µM. 370,000 tested, 0.34% active. AID 720702, 2013;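 active = inhibition above the mean of all tested compounds plus 3 SD, set per campaign, cut at about 25% in these data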;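 also: 0% = DMSO with enzyme and 100% = buffer with substrate but no TDP2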
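Incubation: 2 h at 37 °C; Test system: recombinant human TDP2; Quantity: enzyme 120 nM; Read-out basis: percent inhibition; Medium: 50 mM Tris-HCl pH 7.5 with Mg2+, KCl, DTT, BSA; Repeats: single replicate; Compound: 12.8 µM single point, 1% DMSO; Signal: epi absorbance; Reagent: 5 mM T5PNP chromogenic substrate; Benchmarks: no-enzyme high, DMSO-plus-enzyme low.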
TCR CD3 inh: inhibitors of human TCR-CD3 interaction, primary screen, biochemical, fluorescence, TAMRA-labeled TCR probe. T-cell receptor (TCR). inhibition, % at 9.4 µM. 360,000 tested, 0.37% active; in the data active = inhibition above about 19%;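 also: recombinant mutant TCR 2C K166C tagged with TAMRA read by polarization; 0% = receptor in buffer alone and 100% = receptor with positive control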
PRMT1 inh: PRMT1 methyltransferase inhibitors, primary screen, biochemical, fluorescence polarization. Protein arginine N-methyltransferase 1 (Homo sapiens), Q99873. recombinant PRMT1, activity-based probe fluorescence polarization. inhibition, % at 2.79 µM. 370,000 tested, 1.3% active. AID 652257, 2013;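 active = inhibition above about 21% made by adding two undisclosed values, limit read from the data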
rCAG binder: binders of r(CAG) RNA repeats, primary screen, biochemical, fluorescence; r(CAG) RNA repeat, TO-PRO-1 dye displacement fluorescence; inhibition, % at 3 µM; 370,000 tested, 1.3% active;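 active = inhibition above the plate cutoff, the mean of all test compounds on that plate plus 3 SD, cut at about 35% in these data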;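 also: 0% = DMSO alone and 100% = 100 µM mitoxantrone as full dye displacement; higher means more dye released from RNA so lower well fluorescence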
GC-B act: human GC-B receptor activators, primary screen, HEK293 GC-B cells, cGMP TR-FRET, EC30 CNP | AID 1920062, 2024 | 370,000 tested, 0.11% active | Atrial natriuretic peptide receptor 2 (Homo sapiens), P20594 | 0% at EC30 CNP, 100% saturating CNP | activation, % at 10 µM;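 active = activation at 10 µM reaching about 35% in either raw or pattern-adjusted values, limit read from the data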
MBD2 DNA inh: inhibitors of MBD2 binding to methylated DNA, primary screen, biochemical, TR-FRET, DNA-binding domain, human. AID 686964, 2013. 370,000 tested, 0.31% active. MBD2 binding to methylated oligonucleotide. inhibition, % at 4.4 µM. Methyl-CpG-binding domain protein 2 (Homo sapiens), Q9UBB5; in the data active = inhibition above about 13%
Target sequence (Q9UBB5 whole entry, looked up, the tested form may be a part): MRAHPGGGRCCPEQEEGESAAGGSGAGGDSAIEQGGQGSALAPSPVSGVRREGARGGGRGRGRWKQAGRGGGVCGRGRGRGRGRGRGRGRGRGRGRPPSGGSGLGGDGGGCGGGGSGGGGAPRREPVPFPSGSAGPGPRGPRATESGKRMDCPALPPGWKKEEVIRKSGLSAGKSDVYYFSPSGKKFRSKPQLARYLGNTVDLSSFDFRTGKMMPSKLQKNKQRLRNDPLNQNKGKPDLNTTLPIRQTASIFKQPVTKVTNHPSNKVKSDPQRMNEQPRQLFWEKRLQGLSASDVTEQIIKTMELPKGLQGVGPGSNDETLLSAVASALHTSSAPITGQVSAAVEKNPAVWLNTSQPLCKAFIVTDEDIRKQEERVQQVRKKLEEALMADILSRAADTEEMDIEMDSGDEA
LEDGF integ inh: blockers of LEDGF/p75-dependent integrase strand transfer – biochemical, TR-FRET, high throughput, primary screen | TR-FRET IN-LEDGF/p75 DNA integration, Eu/Cy5 | inhibition, % at 3.7 µM | 370,000 tested, 0.64% active | AID 743269, 2014;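 active = inhibition above the screen-wide mean plus 3 SD, cut at about 13% in these data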;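 also: signal is the Cy5 over europium emission ratio at 671 and 618 nm; 0% = plate median of compound wells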
SIAE primary: human SIAE inhibitors, primary screen, biochemical, fluorescence polarization, FP-Rh probe, 1536-well HTS | 370,000 tested, 0.69% active | inhibition, % at 9.66 µM | Sialate O-acetylesterase (Homo sapiens), Q9HAT2 | SIAE FP-Rh probe binding;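 active = inhibition above a cutoff: mean of compounds within the control limits plus 3 SD of those, cut at about 17% in these data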;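 also: 0% = plate median of compound wells and 100% = probe without SIAE protein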
An asterisk follows results filed as active; . = no result given. A portion of the library; the hit share may differ from the screen's.

# | structure | TDP2 inh | mABHD4 FP | LEDGF integ inh | HTRA1 inh | rCAG binder | SIAE primary | TCR CD3 inh | PRMT1 inh | GC-B act | MBD2 DNA inh
1 | COc1ccccc1NC(=O)c1cc(S(=O)(=O)N2CCCC2)cn1C | 2 | 7 | 0 | 0 | 1 | 8 | 0 | 1 | 4 | -7
2 | CCOC(=O)C1CCN(Cc2nc3ccc(Cl)cc3n2CCO)CC1 | 11 | 17 | 3 | 9 | -2 | 3 | 9 | -3 | -1 | -6
3 | Cc1cc(C)c2sc(N(CCN(C)C)C(=O)c3c(F)cccc3F)nc2c1 | 3 | 3 | -2 | -19 | -5 | -1 | 5 | -1 | -15 | -1
4 | CCC(CC)COC(=O)C(C#N)c1nc2ccccc2nc1N1CCOCC1 (centres undefined) | 4 | 2 | 0 | -21 | -3 | -5 | 7 | 0 | -6 | 0
5 | Cn1c(=O)[nH]c(=O)c2c1nc(N/N=C/c1cccnc1)n2Cc1ccc(Cl)cc1 | -15 | 3 | 5 | . | 5 | 7 | -2 | -3 | -2 | 2
6 | CN(CC(=O)Nc1ccc(N2CCOCC2)cc1)C(=O)C1CCCC1 | 1 | -5 | 6 | 5 | -3 | -6 | -10 | 5 | -1 | 7
7 | Cc1cccc(CCNS(=O)(=O)c2cnc[nH]2)c1 | -15 | -10 | -2 | 1 | 5 | -2 | -3 | 5 | 5 | 8
8 | O=C(NCCN1CCOCC1)C1CC(=O)N(c2ccc(F)cc2)C1 (centres undefined) | 0 | 3 | -1 | -4 | 4 | -1 | -4 | 4 | 2 | 7
9 | Cc1cccc(N2C(=O)CC(N3CCC(c4nc5ccccc5[nH]4)CC3)C2=O)c1 (centres undefined) | -3 | 4 | 0 | -1 | -3 | -2 | 4 | 47* | 1 | -1
10 | COc1ccc(NC(=O)C2CC(c3ccc(Cl)cc3)=NO2)cc1OC (centres undefined) | -7 | -3 | 5 | 0 | -2 | -1 | -4 | 1 | -1 | 1
11 | CSc1ccccc1NC(=O)COC(=O)c1cnc(C)cn1 | -2 | -2 | -7 | -2 | 3 | 2 | -8 | 5 | -3 | 3
12 | CN1CCN(CC(=O)Nc2ccccc2Oc2ccccc2)CC1 | 3 | 0 | -1 | -2 | -11 | -6 | -8 | -3 | 2 | -7
13 | C=CCSc1nc(C)c(CCC(C)C)c(=O)[nH]1 | -4 | 1 | 1 | -9 | -8 | -2 | -3 | -1 | -2 | 0
14 | CC(NC(=O)c1cccs1)c1nnc(SCc2ccc(Cl)cc2Cl)n1C (centres undefined) | 2 | -2 | -3 | 11 | -6 | 9 | 11 | -2 | -6 | 1
15 | CCCCN1CC(COCc2ccccc2)Oc2ccccc2S1(=O)=O (centres undefined) | -6 | -9 | 0 | -15 | 1 | 2 | -1 | -2 | -5 | -3
16 | CCOC(=O)Cc1nnc(Nc2cccc(C)c2)c2ccccc12 | -7 | -17 | 4 | -3 | 1 | 10 | -5 | 0 | 2 | -5
17 | COC(=O)[C@]12C[C@H](CC(=O)N3CCN(C(=O)c4ccco4)CC3)C(=O)N(CCc3ccc(OC)c(OC)c3)C1=C[C@H](C(C)(C)C)O[C@@H]2C | -6 | 3 | -2 | . | 4 | -3 | . | 1 | -6 | -3
18 | O=C(c1ccccc1Cl)N1CCN(c2ccccn2)CC1 | -5 | 0 | 0 | -5 | -3 | 4 | 2 | 2 | 6 | 1
19 | O=C(CSc1ncn[nH]1)c1cccc([N+](=O)[O-])c1 | 7 | 8 | 0 | -2 | 6 | 5 | -9 | 32* | -2 | 1
20 | O=S(=O)(Nc1ccccn1)c1ccc(C2CCCCC2)cc1 | -20 | -7 | 1 | -3 | 5 | -7 | 2 | 0 | -1 | -7
21 | Cc1ccc(S(=O)(=O)N2CCN(S(=O)(=O)N3CCOCC3)CC2)cc1 | -1 | -2 | 3 | 1 | 1 | -6 | -2 | -1 | -1 | 0
22 | Cc1ccc(S(=O)(=O)/N=C(/Nc2ccc([N+](=O)[O-])cc2)c2ccccc2)cc1 | -6 | -13 | -2 | -23 | 7 | -6 | -6 | 4 | -2 | 1
23 | CCN(CC)CCn1c(=S)[nH]c2cc(C(=O)N3CC(C)CC(C)C3)ccc2c1=O (centres undefined) | 2 | 0 | -3 | 1 | -7 | 3 | -8 | 0 | 8 | 4
24 | Cc1ccccc1OCc1nnc(SCC(=O)Nc2c(C)n(C)n(-c3ccccc3)c2=O)n1-c1ccccc1 | -6 | 1 | -1 | -1 | -8 | 0 | 10 | -1 | 2 | -3
25 | C=CC[n+]1c(-c2ccc(C)cc2)csc1Nc1c(C)n(C)n(-c2ccccc2)c1=O | 5 | -1 | 0 | 3 | -12 | 5 | 1 | -2 | 13 | -4
26 | Cn1nnnc1SCC(=O)c1ccc2c(c1)OCCO2 | 9 | 2 | -4 | -3 | -1 | -4 | 0 | 0 | -1 | 3
27 | Cn1nc(-c2ccc(Cl)cc2)c2cc(C(=O)N3CCN(C(=O)c4ccco4)CC3)sc21 | -11 | 4 | -5 | -2 | 3 | -1 | 6 | -2 | 0 | -2
28 | CC1(C)CC(=O)C2=C(C1)N(c1ccccc1)C(N)=C(C#N)C2c1ccccc1 (centres undefined) | 10 | -1 | 3 | -4 | -7 | 5 | 7 | -1 | -4 | -6
29 | CCN1C(=O)CC(c2ccco2)Sc2ccccc21 (centres undefined) | 3 | 5 | 2 | -1 | 0 | 14 | 8 | 2 | 0 | 1
30 | CC1CCN(C(=O)C2CCN(S(=O)(=O)N3CCC4(CC3)OCCO4)CC2)CC1 | -1 | -1 | -2 | 6 | -7 | -4 | 10 | -3 | -10 | -3
31 | Cc1cc(C)nc(NC(=NCCc2c[nH]c3ccccc23)NC(=O)c2ccco2)n1 | -11 | -5 | -1 | -14 | 3 | -1 | 6 | 1 | 1 | 3
32 | COc1ccc(S(=O)(=O)NCCSCc2ccco2)cc1Cl | -10 | -1 | 1 | -9 | 6 | -2 | 1 | 11 | -2 | -2
33 | CC(C)(C)c1ccc(-c2cn(-c3ccc(Br)cc3)c3[n+]2CCCS3)cc1 | -1 | 0 | -1 | 9 | 4 | -3 | 12 | -1 | -7 | 3
34 | COc1cc(C(=O)NC(=S)Nc2csc(-c3ccc(F)cc3)n2)cc(OC)c1OC | 2 | 1 | 0 | 4 | 2 | 6 | -5 | -3 | -5 | 1
35 | Cc1ccc(-c2nn(C)c(=O)c3ccccc23)cc1CNC(=O)c1ccco1 | -5 | -5 | -2 | -6 | 2 | -9 | 7 | 0 | 8 | 2
36 | Cc1cc(N)n2ncc(-c3ccc(F)cc3)c2n1 | 2 | -12 | 0 | -2 | 1 | 4 | -3 | 0 | -2 | -2
37 | N#C/C(=C(/O)CCl)c1nc2c(s1)CCc1ccccc1-2 | 10 | 32* | 2 | 13 | 30 | 2 | 2 | 33* | -6 | -11
38 | Cc1ccc(NC(=O)CN(C)C(=O)c2cc(C)on2)cc1 | -4 | 2 | 1 | 7 | 6 | 1 | 0 | -2 | 5 | 2
39 | Cc1ccc(NC(=O)c2ccc(NCc3ccc(F)cc3)nc2)cc1 | -14 | -7 | 2 | -5 | 3 | -12 | 6 | -1 | -2 | 5
40 | C[n+]1c2n(c3ccccc31)N=C(c1ccc(-c3ccccc3)cc1)CS2 | 4 | 1 | 1 | 2 | 11 | -2 | 6 | 5 | 0 | 1
41 | COc1ccc(OC)c(/C=N/NC(=O)C(=O)N/N=C/c2cc(OC)ccc2OC)c1 | 7 | 6 | 0 | 7 | 1 | -4 | 12 | -3 | -2 | -3
42 | CC1CCN(CCNC(=O)c2ccc3c(=O)n(CCc4ccccc4)c(=O)[nH]c3c2)CC1 | -24 | -6 | 0 | . | -1 | -1 | -7 | 4 | 2 | 1
43 | Nc1nc(SCc2ccc(Cl)cc2)[nH]c(=O)c1-c1ccccc1 | -10 | -10 | -3 | -2 | 0 | -5 | -4 | 3 | 3 | 1
44 | CC(=O)N1N=C(c2ccc(Cl)cc2)CC1c1ccc([N+](=O)[O-])cc1 (centres undefined) | -9 | -2 | -5 | 8 | -3 | -11 | 3 | 2 | -2 | -1
45 | CN(CC(=O)Nc1cccc(F)c1)C(=O)c1cccc(-n2cccc2)c1 | -8 | 0 | 2 | -11 | 19 | -6 | 6 | 2 | 2 | 6
46 | CN(C)/C=N/c1cc(=O)n(C)c(=O)n1CC1CC1 | -4 | -2 | 1 | -2 | -2 | -5 | 1 | -3 | 2 | -1
47 | O=C(Cn1cc(/C=N/O)c2ccccc21)N1CCOCC1 | 3 | 9 | 2 | -2 | -2 | -1 | 3 | -3 | 5 | 1
48 | O=C(COC(=O)c1ccc2c(c1)OCCO2)NCc1ccccc1Cl | 2 | 1 | -4 | 0 | 3 | -3 | -4 | -3 | -2 | -2
49 | COc1cc(NC(=O)c2ccccc2)c(OC)cc1NC(=O)Cc1ccc(C)cc1 | 10 | -5 | -1 | 5 | -1 | 8 | -6 | 2 | 1 | -8
50 | Cc1ccc(NC(=O)C2CC(=O)n3c(nc4ccccc43)N2)cc1Cl (centres undefined) | 2 | 3 | 2 | -1 | 3 | -25 | 1 | -6 | -1 | 3
51 | COc1cccc2c(C)cc(N3CCCCCC3)nc12 | -6 | -4 | -1 | 5 | -3 | 5 | -4 | -2 | -7 | 0
52 | C/C(=N\NC(=O)c1nnn(-c2nonc2N)c1-c1cccs1)c1cccnc1 | -10 | -5 | -6 | 2 | 2 | -9 | 2 | 2 | -1 | 5
53 | Cc1ccc(Cl)cc1NC(=O)C1COc2ccccc2O1 (centres undefined) | 9 | -10 | 1 | -3 | -3 | 1 | 5 | -3 | -4 | -3
54 | O=C(COc1ccc(F)cc1)NNC(=O)Cn1ccc(C(F)(F)F)n1 | 5 | 3 | 10 | -1 | -1 | 0 | 1 | -6 | 0 | -7
55 | O=C(NCCC(=O)N1CCc2ccccc21)c1ccco1 | -16 | -5 | -2 | 0 | 2 | -2 | 2 | -6 | -3 | -4

Random excerpt: two entries already listed
# | structure | TDP2 inh | mABHD4 FP | LEDGF integ inh | HTRA1 inh | rCAG binder | SIAE primary | TCR CD3 inh | PRMT1 inh | GC-B act | MBD2 DNA inh
49 | COc1cc(NC(=O)c2ccccc2)c(OC)cc1NC(=O)Cc1ccc(C)cc1 | 10 | -5 | -1 | 5 | -1 | 8 | -6 | 2 | 1 | -8
39 | Cc1ccc(NC(=O)c2ccc(NCc3ccc(F)cc3)nc2)cc1 | -14 | -7 | 2 | -5 | 3 | -12 | 6 | -1 | -2 | 5
